TR-FRET SRC-2 ct – counter-screen for PPARgamma SRC-2 recruitment agonists: TR-FRET artefact; active compounds read high; TR-FRET ratio at 8 µM; 200,000 tested, 0.4% active; in the data active = TR-FRET ratio above about 2000; note: inactives centre near 1500; reference of the scale not given here
PPARg SRC3 recr – agonists of human PPARgamma SRC-3 coactivator recruitment; P37231; biochemical PPARgamma/SRC-3 coactivator recruitment assay; activation, % at 8 µM; 200,000 tested, 0.26% active; AID 731; in the data active = activation above about 23%;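 note: 0% = DMSO and 100% = reference agonist; some compounds past the cut are filed as inactive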
Target sequence (P37231 whole entry, looked up): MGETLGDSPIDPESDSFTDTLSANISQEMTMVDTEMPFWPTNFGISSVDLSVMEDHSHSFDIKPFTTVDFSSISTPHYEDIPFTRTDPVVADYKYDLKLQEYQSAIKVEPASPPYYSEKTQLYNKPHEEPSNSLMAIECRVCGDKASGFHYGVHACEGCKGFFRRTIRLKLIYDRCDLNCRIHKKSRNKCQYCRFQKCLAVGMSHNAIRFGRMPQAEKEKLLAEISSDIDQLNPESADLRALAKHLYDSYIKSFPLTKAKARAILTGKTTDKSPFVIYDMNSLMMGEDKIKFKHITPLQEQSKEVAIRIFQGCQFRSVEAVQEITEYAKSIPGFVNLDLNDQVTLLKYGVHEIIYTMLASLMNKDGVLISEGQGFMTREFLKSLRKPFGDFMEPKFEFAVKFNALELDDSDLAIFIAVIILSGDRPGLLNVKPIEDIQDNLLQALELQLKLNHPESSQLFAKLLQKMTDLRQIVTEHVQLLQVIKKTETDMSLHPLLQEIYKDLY
ROMK mod – modulates human ROMK potassium channel activity | Tet-inducible ROMK, thallium flux fluorescence; actives lie on both sides | B-score at 10 µM | 130,000 tested, 2% active | AID 1918;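 active = signal ratio slope over the read window, or its plate-corrected B-score, at least 3 SD from the plate mean, either direction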;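 note: B-score of the F/F0 ratio slope over 7 to 12 s after thallium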
Target sequence (P48048 whole entry, looked up): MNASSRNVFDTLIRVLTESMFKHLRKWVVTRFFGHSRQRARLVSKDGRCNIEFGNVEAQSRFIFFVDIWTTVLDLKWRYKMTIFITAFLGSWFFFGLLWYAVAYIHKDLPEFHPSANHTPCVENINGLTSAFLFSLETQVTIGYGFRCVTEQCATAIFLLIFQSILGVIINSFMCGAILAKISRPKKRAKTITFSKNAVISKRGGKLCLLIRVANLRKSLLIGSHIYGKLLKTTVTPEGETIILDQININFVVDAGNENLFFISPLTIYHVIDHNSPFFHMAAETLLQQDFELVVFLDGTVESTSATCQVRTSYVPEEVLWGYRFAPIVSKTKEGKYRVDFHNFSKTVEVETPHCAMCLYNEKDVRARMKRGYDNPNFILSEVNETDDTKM
RAM inhibit – blocks the yeast RAM network | S. cerevisiae dse1pr::URA3 reporter, 5-FOA growth OD615, 2 d; analog-sensitive cbk1-as2 kinase mutant strain | 190,000 tested, 1.8% active | inhibition, % at 50 µM;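 active = inhibition above a set limit, 3 SD over mean compound inhibition, cut at about 8.4% in these data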;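 note: 0% = DMSO-only wells with no growth and 100% = 10 µM 1-NA-PP1 full growth; inhibition rescues growth on 5-FOA so higher OD means more RAM inhibition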
PPARg SRC-1 ag – promotes SRC-1 coactivator recruitment by human PPARgamma; P37231; AID 631; 200,000 tested, 0.41% active; activation, % at 8 µM; PPARgamma-SRC-1 coactivator recruitment biochemical assay; in the data active = activation above about 19%;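 note: 0% = DMSO and 100% = reference agonist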
bIAP inh – blocks bovine intestinal alkaline phosphatase activity. AID 1019. 190,000 tested, under 10 active. inhibition, % at 20 µM. purified bovine IAP, CDP-star luminescence, 30 min;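 active = over 50% inhibition of intestinal alkaline phosphatase at 20 µM in the single-dose screen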
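Assay system: bovine IAP enzyme; medium: DEA buffer 100 mM, pH 9.8, with MgCl2 1.0 mM, ZnCl2 0.02 mM; doses: 20 µM single dose; incubation: enzyme reaction for 30 min at room temperature; detection: CDP-star luminescence signal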
Lmaj promast – reduces viability of Leishmania major promastigotes. 200,000 tested, 9% active. inhibition, % at 10 µM. resazurin fluorescence viability; in the data active = inhibition above about 50%;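 note: promastigotes grown with compound for 44 hours at 28 °C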
S1P3 antagonist – blocks the human S1P3 receptor; Q99500; CHO S1P3 NFAT-BLA reporter, FRET fluorescence, antagonist mode; inhibition, % at 4.98 µM; 170,000 tested, 0.27% active;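 active = inhibition above the plate cutoff, the mean inhibition of test wells on that plate plus 3 SD, cut at about 28% in these data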;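 note: cells challenged with S1P at its EC80 of 0.8 µM; blue over green emission ratio from cleaved BLA substrate after 4 h stimulation; 0% = S1P-stimulated wells and 100% = unstimulated DMSO-only wells; some compounds past the cut are filed as inactive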
PPARg SRC-2 ag – promotes SRC-2 coactivator recruitment by human PPARgamma. P37231. PPARgamma LBD-SRC-2 recruitment, biochemical. activation, % at 8 µM. 200,000 tested, 0.34% active. AID 1032; in the data active = activation above about 22%;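 note: 0% = vehicle and 100% = reference agonist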
Redox H2O2 prof – compounds producing H2O2 with reducing agent – biochemical, NIH compound library profiling, artefact control for MLSCN library redox annotation, primary screen; activation, % at 10 µM; DTT-dependent redox cycling H2O2, phenol red/HRP absorbance; 100% = 100 µM peroxide control, 0% = buffer; 200,000 tested, 0.03% active;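 active = activation of at least 50% relative to the plate's high and low controls in the primary single-dose screen; inactive = activation below 50%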;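 note: compound incubated with DTT at 0.8 mM final as the reducing agent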
HMGR II inh – inhibitors of class II HMG-CoA reductase from Enterococcus faecalis; purified E. faecalis HMGR, NADPH absorbance 340 nm kinetic; inhibition, % at 10 µM; 190,000 tested, 0.41% active;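 active = inhibition above a set limit, the median over all tested compounds plus 3 SD, cut at about 9.5% in these data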;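 note: enzyme runs in reverse so mevalonate oxidation gives rising NADPH absorbance; 0% = complete reaction with DMSO and 100% = background rate lacking mevalonate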
Starred values were filed as active, the others as inactive; x = not tested or not shown.

SMILES	TR-FRET SRC-2 ct	PPARg SRC3 recr	ROMK mod	RAM inhibit	PPARg SRC-1 ag	bIAP inh	Lmaj promast	S1P3 antagonist	PPARg SRC-2 ag	Redox H2O2 prof	HMGR II inh
N#CCSc1nc2c(c(=O)n1Cc1ccccc1)C1(CCCC1)Cc1ccccc1-2	1599	11	x	1.7	3	22	38	x	6	3.5	-3
COc1cccc(C(=O)NCC(=O)N2CCC(C)CC2)c1	1745	2	0.56	1.8	2	5	-8	x	6	-0.9	5
CS(=O)(=O)N1CCc2cc(C(=O)NC3CC3)ccc21	1396	-1	0.067	0.3	-3	2	-6	-22	3	-1.7	0
O=C(COC(=O)c1cccnc1Cl)c1ccc(OC(F)F)cc1	1538	0	-0.56	-0.5	10	0	-8	6	3	-0.2	-2
CC(=O)c1c(C)nc(-c2cccc([N+](=O)[O-])c2)n1O	1501	2	-4.7*	0.0	1	-8	5	5	2	0.0	4
COC(=O)c1ccccc1NC(=O)C1CCCO1 (centres undefined)	1644	5	0.64	1.9	6	-30	-8	-24	8	-0.5	-1
NC(=O)C1(N2CCCCC2)CCN(C(=S)Nc2ccc(S(N)(=O)=O)cc2)CC1	1604	1	0.05	2.0	2	4	-5	-15	8	-0.8	1
CC(C)(C)c1ccc(C(=O)NCc2nnc(SCC(=O)N3CCCc4ccccc43)n2-c2ccccc2)cc1	1491	2	-0.92	4.2	-1	-40	-4	-8	0	0.9	-7
C=CCOC(=O)COc1ccc2c(C)c(CC)c(=O)oc2c1	1703	7	x	-0.4	-2	12	-1	-31	9	0.1	-6
CCOC(=O)c1c(NC(=O)C(C)Sc2cn(C)c3ccccc23)sc2c1CCC2 (centres undefined)	1483	5	-0.024	5.8	10	1	-1	10	24*	0.7	-1
NS(=O)(=O)c1ccc(CCn2c(=S)[nH]c3ccc(F)cc3c2=O)cc1	1590	3	0	5.1	-1	-12	76*	5	4	0.7	-3
Cc1ccnc(NC(=O)c2ccoc2C)c1	1504	4	0.77	1.8	3	9	38	1	13	-0.9	-3

PPARg SRC-2 ag: what is marked active above
| structure | PPARg SRC3 recr | ROMK mod | RAM inhibit | PPARg SRC-1 ag | bIAP inh | S1P3 antagonist | PPARg SRC-2 ag | Redox H2O2 prof | HMGR II inh |
| --- | --- | --- | --- | --- | --- | --- | --- | --- | --- |
| CCOC(=O)c1c(NC(=O)C(C)Sc2cn(C)c3ccccc23)sc2c1CCC2 (centres undefined) | 5 | -0.024 | 5.8 | 10 | 1 | 10 | 24* | 0.7 | -1 |

Further structures.
SMILES	TR-FRET SRC-2 ct	PPARg SRC3 recr	ROMK mod	RAM inhibit	PPARg SRC-1 ag	bIAP inh	Lmaj promast	S1P3 antagonist	PPARg SRC-2 ag	Redox H2O2 prof	HMGR II inh
COc1ccc(N2C(=O)C3CCCN3C2c2ccc(Cl)cc2)cc1 (centres undefined)	1541	-6	x	2.5	7	10	-7	-3	1	-0.5	-8
O=C(NCCCN1CCN(c2ccc(F)cc2)CC1)Nc1ccc([N+](=O)[O-])cc1	1552	0	-1.5	0.6	12	7	25	-16	8	-0.6	-2
CCC1=NN(C(=O)Cc2ccc([N+](=O)[O-])cc2)C(O)(c2ccc(Br)cc2)C1 (centres undefined)	1613	-4	-0.62	0.0	0	-22	5	-13	2	0.2	0
Cc1cccc(Cn2ccc(-c3ccc(Cl)cc3)c(C#N)c2=O)c1	1647	2	x	5.4	0	6	-5	x	-3	2.4	3
COCCn1nnnc1C(c1cc2cc(C)ccc2[nH]c1=O)N1CCCCCC1 (centres undefined)	1588	-1	x	2.1	8	-13	-7	-11	4	0.4	2
Cc1cccc2cc(CN(C(=S)NCC(C)C)C3CCCC3)c(=O)[nH]c12	1489	2	x	1.0	-4	22	65*	10	-3	0.1	-2
CCCCNS(=O)(=O)c1ccc2nc(-c3cccnc3)cc(C(=O)NCCCOC)c2c1	1501	-6	0.21	2.0	-6	0	4	-5	-7	-2.4	3
COc1ccc(C(=O)OCC[N+]2(C)CCCCC2)cc1	1700	6	x	0.6	-2	0	-7	4	4	-0.8	-1
CC(CCc1ccccc1)NC(=S)NC(=O)c1ccco1 (centres undefined)	1719	-1	1.2	0.6	8	9	7	-4	1	-0.7	5
COc1ccc(CCNC(=O)c2c(C)nc3ccccn23)cc1	1525	-3	-0.6	0.0	-1	3	-1	-6	-4	0.1	0
Cc1ccc(S(=O)(=O)NC2CCCCC2)c(C)c1NS(C)(=O)=O	1717	0	0.028	1.3	9	-7	2	-5	6	-0.2	-9
Cc1c(N(C(=O)c2ccccn2)C2(C(=O)NC3CCCCC3)CCCCC2)c(=O)n(-c2ccccc2)n1C	1551	2	1.2	2.3	4	5	-6	-7	9	-0.6	-5
COc1ccc(C(=O)c2cc([N+](=O)[O-])ccc2N2CCOCC2)cc1	1258	-3	5.6*	-1.1	1	-15	-1	10	2	-0.2	-5
C=C(C)Cn1c(SCC(=O)NCc2ccco2)nc2sc3c(c2c1=O)CCC3	1468	4	-0.1	6.3	3	21	-3	22	4	0.6	-4
N#C/C(=C/c1ccc(N2CCCCCC2)o1)c1cccc(F)c1	1380	2	-2.9*	7.3	-1	x	20	x	7	0.7	-6
Cn1cnnc1SCc1ccc(C(=O)N=Nc2c(O)n(Cc3ccc(Cl)cc3)c3ccccc23)cc1	1470	7	-2.2*	3.7	-11	18	99*	-8	-3	-0.3	-4
S=c1ccc2ccccc2[nH]1	1500	4	1	-0.9	6	2	-8	-20	1	0.2	-1
COc1ccc(-c2nc(CS(=O)CC(=O)NC3CCCc4ccccc43)c(C)o2)cc1OC (centres undefined)	1505	0	x	0.8	0	-5	5	-6	10	-0.7	-1
COc1ccc(C(=O)CNc2ccccc2CO)cc1	1806	0	x	2.0	4	-2	1	-16	-1	-0.9	1
Cc1ccc(NC(=O)Cn2ccc([N+](=O)[O-])n2)cc1C	1399	0	-0.42	2.3	-2	3	-2	4	5	0.0	3
CCNc1cc(N2CCCC2)ccc1[N+](=O)[O-]	1553	1	-1.8	2.4	2	11	2	26	-5	-0.1	1
COC(=O)c1cc(O)c(O)c(O)c1	1508	6	0.2	0.3	4	5	-11	5	6	0.2	5
COC(=O)/C(NC(C)=O)=C(\C)c1ccc(Cl)cc1	1346	8	-0.18	0.5	-5	2	0	x	-8	1.9	0
CCCN1Cc2cccc(C(=O)NC(CC(=O)OCC)c3ccc(C)cc3)c2C1=O (centres undefined)	1479	0	0.022	0.4	10	-26	10	5	12	0.4	-9
CC(NC(=O)c1ccc(OC2CCN(S(=O)(=O)N(C)C)CC2)cc1)C1CC1 (centres undefined)	1629	5	-0.45	0.1	4	-9	-2	9	3	0.5	-2
CC[N+](C)(C)c1cccc(O)c1	1601	-2	x	0.1	12	15	-6	-12	-1	0.0	-6
O=C1COc2ccc(C(=O)CSc3nc4ccccc4c(=O)n3-c3ccc(Cl)c(Cl)c3)cc2N1	1625	-1	-0.5	3.5	4	-2	4	-11	-2	0.6	1
Cc1ccc(S(=O)(=O)CC(N)=O)cc1	1605	7	x	0.8	3	3	-4	x	2	-2.5	-2
Cn1c(N)c(C(=O)COC(=O)CC2CC3CCC2C3)c(=O)n(C)c1=O (centres undefined)	1617	-1	-0.0095	2.2	1	0	-7	-11	7	0.6	1
CCOC(=O)CSC1=Nc2ccccc2C2=NC(CC(=O)NCc3ccccc3)C(=O)N12 (centres undefined)	1514	18	1.1	0.0	6	8	15	-54	2	-1.7	-4
CCOC(=O)C1=C(CN2CCN(CCC#N)CC2)NC(=O)NC1c1ccc2c(c1)OCO2 (centres undefined)	1722	-2	1.1	1.5	4	-3	4	-5	-5	-1.4	-4
O=C(NNC(=S)NC1CCCCC1)c1ccc2c(c1)OCO2	1660	-3	x	0.6	6	21	13	-3	4	0.4	-2
O=C(NCc1ccccc1)c1ccc(OC2CSC2)cc1	1646	12	x	2.0	-2	1	-4	9	-1	-0.1	2
COc1ccc(-c2nc(CS(=O)CC(=O)N3CCCC3)c(C)o2)cc1 (centres undefined)	1525	3	x	1.1	5	0	-7	-8	-10	-1.1	3
CCc1cc2c(=O)c(-c3ccc4c(c3)OCCO4)coc2cc1OC(=O)c1ccco1	1675	5	x	0.8	6	8	-2	-1	8	2.0	0
O=C(Cn1cnc2ccccc21)N/N=C/c1cccs1	1579	2	-0.21	3.1	-1	10	-1	-4	3	-0.1	-2
Cc1nc2nc(-c3ccccc3)nn2c(C)c1Cl	1347	-6	x	x	1	x	12	6	-12	3.7	x
Cc1cc(S(=O)(=O)NCC(C)C)ccc1OCC(=O)N1CCOCC1	1470	-11	x	2.9	-2	6	-5	6	-2	3.8	-5
Clc1nc(Nc2ccccc2)nc(Nc2ccccc2)n1	1614	-2	-0.83	5.0	0	-4	36	9	1	1.6	0
Cc1csc(SCCn2c(N3CCCC3)nc3c2c(=O)[nH]c(=O)n3C)n1	1500	-1	x	-0.8	1	-4	1	12	-5	2.6	-4
N#CC1C(=O)NC(N2CCN(c3ccccc3)CC2)=NC12CCCCC2 (centres undefined)	1360	-5	x	0.6	-5	8	-2	-27	-2	2.2	-2
COc1ccc(-c2nnc(SCC(=O)Nc3cccc(Cl)c3)o2)cc1	1532	-3	x	3.8	2	9	-4	2	-8	2.9	0
COc1ccc(CNC(=O)c2ccc(Br)cc2)cc1	1616	1	-0.63	-0.7	8	9	-1	6	-1	0.5	-3
CC1=C(C(=O)O)N2C(=O)C(NC(=O)c3ccn(C)n3)C2SC1 (centres undefined)	1708	25	x	2.0	7	-8	-5	x	8	1.8	-8
CCOc1ccccc1-n1c(SCC(=O)NC(C)CC)nnc1-c1ccoc1C (centres undefined)	1572	-7	x	0.0	10	-1	-2	-18	2	0.6	-2
CCCS(=O)(=O)c1nc(S(=O)(=O)c2ccc(C)cc2)c(NCCCN2CCOCC2)s1	1521	11	x	-0.6	-1	-10	1	15	5	-0.1	-3
COC(=O)c1sccc1NC(=O)CSc1nnnn1-c1ccccc1C	1509	-2	-0.048	2.5	8	3	3	x	10	-0.1	-4
O=C(CN1CC[n+]2c(-c3cccs3)csc21)c1ccc(Br)cc1	1621	-2	0.012	1.4	2	-16	20	-6	-4	0.1	0
O=C(N/N=C/c1cccs1)c1cc(-c2ccncc2)nc2ccccc12	1632	4	4.2*	1.5	0	-7	14	8	-1	0.1	0
COc1cccc(NC(=O)Cn2nnc(-c3ccccc3N)n2)c1	1768	1	x	2.5	-1	19	-1	-7	2	-0.9	0
CN1CCN(S(=O)(=O)c2ccc(NC(=O)C(C)(C)C)cc2)CC1	1452	-9	0.71	-0.3	9	-1	-9	x	3	0.5	-2
Cc1nc(NC(=S)NC(=O)COc2ccccc2Cl)ccc1Br	1677	0	0.32	5.5	4	4	-7	-9	-10	-0.2	0
